PLCb3 inh: human PLC-beta3 inhibitors, primary screen, biochemical, fluorescence; 1-phosphatidylinositol 4,5-bisphosphate phosphodiesterase beta-3 (Homo sapiens), Q01970; Purified PLC-beta3, fluorogenic substrate; inhibition, % at 12.2 µM; 370,000 tested, 0.18% active; AID 720704, 2013; in the data active = inhibition above about 11%;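 note: 0% = median of compound wells on plate and 100% = full blocker control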
UHRF1 binding: UHRF1 methylated DNA binding inhibitors, primary screen, counter-screen for MBD2 inhibitor project, biochemical, TR-FRET, human UHRF1, single concentration; E3 ubiquitin-protein ligase UHRF1 (Homo sapiens), Q96T88; UHRF1 binding to methylated oligo; inhibition, % at 4.4 µM; 370,000 tested, 0.75% active; in the data active = inhibition above about 21%;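 note: UHRF1 SRA domain binding a hemimethylated CpG hairpin DNA probe; 0% = median of test compound wells and 100% = reference inhibitor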
DDE Tn7 FP inh: inhibitors of Tn7 peptide binding to fibrin DD(E), primary screen, biochemical, fluorescence polarization, human fibrin, Tn7 probe | Fibrinogen beta chain (Homo sapiens), P02675 | FP displacement of FITC-Tn7 peptide from fibrin DD(E); 0% = median of compound wells per plate | inhibition, % at 8.3 µM | 370,000 tested, 0.13% active | AID 720508, 2013;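 active = inhibition above the mean of compounds falling within the control limits plus 3 SD of them, cut at about 14% in these data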;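 note: 0% = plate median of compound wells and 100% = 10 µM Aha-Tn7 peptide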
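Assay system: Human clot-derived fibrin DD(E) complex | Buffer or medium: Tris/NaCl/CaCl2 buffer, pH 7.8 | Repeats: One replicate per compound | Benchmarks: Aha-Tn7 high control | Measure: % inhibition scaled between sample-field median and high-control FP | Schedule: 10 min plus 3 h, room temperature | Signal: Fluorescence polarization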
ADAM17 inh: ADAM17 inhibitors, primary screen, biochemical, QFRET; inhibition, % at 6.95 µM; recombinant ADAM17, EDANS/DABCYL FRET peptide cleavage; AID 720648, 2013; 370,000 tested, 0.83% active; Disintegrin and metalloproteinase domain-containing protein 17 (Homo sapiens), P78536;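 active = inhibition above the mean of compounds lying between control limits plus 3 SD, set per campaign, cut at about 8.5% in these data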;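 note: 0% = DMSO-only wells as the low control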
MBD2 inh: inhibitors of MBD2 binding to methylated DNA, primary screen, biochemical, TR-FRET, DNA-binding domain, human; Methyl-CpG-binding domain protein 2 (Homo sapiens), Q9UBB5; inhibition, % at 4.4 µM; 370,000 tested, 0.31% active; AID 686964, 2013; MBD2 binding to methylated oligonucleotide; in the data active = inhibition above about 13%
KLK7 zymogen act: proKLK7 zymogen activators, primary screen, biochemical, fluorescence intensity | Kallikrein-7 (Homo sapiens), P49862 | purified proKLK7, EDANS-DABCYL substrate fluorescence; 100% is mature enzyme control, 0% vehicle | activation, % at 7 µM | 370,000 tested, 0.9% active;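 active = activation above the mean of all tested compounds plus 3 SD, computed per campaign excluding outliers beyond control limits, cut at about 13% in these data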
ARFGAP1 inhibitor: inhibitors of rat ARFGAP1 GAP activity, primary screen, biochemical, fluorescence polarization, GDP tracer | inhibition, % at 16.5 µM | ADP-ribosylation factor GTPase-activating protein 1 (Rattus norvegicus), Q62848 | 360,000 tested, 0.26% active | Arfgap1-stimulated ARF1 GTP hydrolysis, GDP FP detection;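 active = inhibition above a per-plate limit, mean inhibition of low control wells plus 3 SD, cut at about 25% in these data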;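 note: 0% = DMSO wells with enzyme and 100% = wells lacking Arfgap1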
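system = rat Arfgap1 catalytic domain, aa 1-136 | technique = FP, GDP Alexa 633 tracer displaced from anti-GDP antibody, 620/688 nm | compound = one concentration, 16.5 µM, DMSO 1.26% | medium = HEPES-based buffer, pH 7.5 | timing = compound-enzyme preincubation 20 min, reaction 120 min, detection 60 min, 25 °C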
PLCg1 inh: PLC-gamma1 enzyme inhibitors, primary screen, biochemical, fluorescence, purified enzyme. inhibition, % at 12.2 µM. 370,000 tested, 0.84% active. fluorogenic substrate. 1-phosphatidylinositol 4,5-bisphosphate phosphodiesterase gamma-1 (Homo sapiens), P19174; in the data active = inhibition above about 9.5%
Target sequence (P19174 whole entry, looked up): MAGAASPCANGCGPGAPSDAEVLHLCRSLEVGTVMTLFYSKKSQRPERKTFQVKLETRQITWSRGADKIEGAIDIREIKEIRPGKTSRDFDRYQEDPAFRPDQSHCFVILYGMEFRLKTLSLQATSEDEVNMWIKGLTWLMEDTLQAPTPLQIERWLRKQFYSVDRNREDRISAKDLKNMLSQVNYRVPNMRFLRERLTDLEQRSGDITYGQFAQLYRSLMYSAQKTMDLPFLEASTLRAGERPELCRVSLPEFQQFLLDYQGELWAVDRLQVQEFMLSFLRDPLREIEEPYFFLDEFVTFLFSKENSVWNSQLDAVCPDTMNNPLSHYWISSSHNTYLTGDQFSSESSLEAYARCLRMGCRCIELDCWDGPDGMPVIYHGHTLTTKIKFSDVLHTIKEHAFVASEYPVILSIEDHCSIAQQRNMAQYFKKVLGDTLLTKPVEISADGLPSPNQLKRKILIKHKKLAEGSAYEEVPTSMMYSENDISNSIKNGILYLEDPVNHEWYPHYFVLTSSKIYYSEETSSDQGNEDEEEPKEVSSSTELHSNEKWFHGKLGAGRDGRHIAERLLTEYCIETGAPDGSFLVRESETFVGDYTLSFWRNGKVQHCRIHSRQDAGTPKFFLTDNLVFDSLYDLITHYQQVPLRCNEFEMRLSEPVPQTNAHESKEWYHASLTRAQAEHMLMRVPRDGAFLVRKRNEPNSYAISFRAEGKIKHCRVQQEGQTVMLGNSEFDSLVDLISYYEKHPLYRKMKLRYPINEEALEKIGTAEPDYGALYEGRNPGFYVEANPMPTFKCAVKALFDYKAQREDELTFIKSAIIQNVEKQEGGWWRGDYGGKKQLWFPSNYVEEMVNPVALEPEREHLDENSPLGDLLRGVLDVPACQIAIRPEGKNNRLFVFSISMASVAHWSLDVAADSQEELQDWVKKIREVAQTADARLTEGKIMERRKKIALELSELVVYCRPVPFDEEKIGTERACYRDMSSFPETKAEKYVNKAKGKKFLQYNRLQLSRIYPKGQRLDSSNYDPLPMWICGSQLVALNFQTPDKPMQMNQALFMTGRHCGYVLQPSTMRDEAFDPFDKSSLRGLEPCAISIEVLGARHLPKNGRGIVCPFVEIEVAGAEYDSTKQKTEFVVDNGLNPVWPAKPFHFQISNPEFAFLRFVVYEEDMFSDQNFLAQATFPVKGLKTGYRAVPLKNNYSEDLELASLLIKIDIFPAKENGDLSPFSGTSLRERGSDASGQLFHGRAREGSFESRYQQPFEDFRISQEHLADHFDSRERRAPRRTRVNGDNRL
ASAP1 GAP inh: inhibitors of human ASAP1 ArfGAP activity, primary screen, biochemical, fluorescence polarization. 360,000 tested, 0.19% active. inhibition, % at 16.5 µM. Arf-GAP with SH3 domain, ANK repeat and PH domain-containing protein 1 (Homo sapiens), …. ASAP1-stimulated ARF1 GTP hydrolysis, GDP FP detection; in the data active = inhibition above about 25%;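 note: 0% = vehicle with enzyme and substrate and 100% = no enzyme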
DDE Tn6 FP inh: inhibitors of Tn6 peptide binding to fibrin DD(E), primary screen, biochemical, fluorescence polarization, human fibrin, Tn6 probe; Fibrinogen beta chain (Homo sapiens), P02675; Fibrin DD(E) TRITC-Tn6 fluorescence polarization displacement; inhibition, % at 8.3 µM; 370,000 tested, 0.21% active; AID 720509, 2013;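 active = inhibition above a per-campaign cutoff: mean of compounds within control limits plus 3 SD, cut at about 15% in these data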;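 note: 0% = median of all compound wells on the plate and 100% = blocking peptide control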
* marks the source's active call; other numbers are inactive results; i = inactive.

SMILES	PLCb3 inh	UHRF1 binding	DDE Tn7 FP inh	ADAM17 inh	MBD2 inh	KLK7 zymogen act	ARFGAP1 inhibitor	PLCg1 inh	ASAP1 GAP inh	DDE Tn6 FP inh
CC(C)NCC(O)COCCOc1ccc(C(C)(C)C)cc1 (stereo unspecified)	2.8	-0.2	3.6	0.5	2.6	-0.7	3.2	1.6	-0.9	0.9
CCOc1ncccc1C(=O)Nc1nnc(C2CC2)s1	-0.8	-2.9	-6.3	-3.5	0.9	0.1	-2.8	0.9	-15.7	-2.4
Cc1cccc(C)c1NC(=O)C(NS(=O)(=O)c1cccs1)c1ccccc1 (stereo unspecified)	5.2	-0.3	-1.8	0.9	-1.0	-0.5	8.7	0.8	-2.4	-2.1
CCC(CC)C(=O)Nc1nnc(S(=O)(=O)N2c3ccccc3CC2C)s1 (stereo unspecified)	0.5	0.7	-0.9	2.2	0.2	0.4	-15.0	3.0	6.2	-8.0
COc1ccc(CCNC(=O)CCCCC(=O)NCCc2ccc(OC)c(OC)c2)cc1OC	-3.6	5.8	7.3	-6.1	0.0	0.3	5.1	4.0	-6.0	0.8
COc1ccc(S(=O)(=O)NC(Cc2cnc[nH]2)C(=O)O)cc1 (stereo unspecified)	1.5	1.7	5.6	-3.1	5.9	-0.3	8.4	-1.6	-2.8	1.3
CCCc1ccc2c(C(F)(F)F)cc(C(F)(F)F)cc2n1	3.9	-1.2	-6.5	-1.5	-4.1	-0.5	1.1	1.9	-3.0	-2.2
C=CCN(CC=C)S(=O)(=O)c1ccc2nsnc2c1	2.3	-5.0	-1.5	-0.9	-6.0	-0.3	0.9	0.1	-0.5	1.0
COc1ccc(C(=O)OCC(=O)c2cc(OC)ccc2OC)c(OC)c1	-52.2	5.3	4.6	-2.5	3.7	-0.4	5.4	-45.8	-3.2	-0.2
CC(=O)N1c2ccc(S(=O)(=O)N3CCC(C(=O)N4CCN(c5cc(Cl)ccc5C)CC4)CC3)cc2CC1C (stereo unspecified)	-3.0	2.6	11.2	17.8*	-3.0	0.6	-5.2	8.9	4.3	-5.1
COc1cc2oc3ccc(C#Cc4ccccn4)cc3c(=O)c2cc1OC	-123.8	3.6	6.9	-79.2	5.8	-30.4	-6.5	-72.0	31.0*	4.3
CC(C)NC(=O)CN1C(=O)C(=O)c2ccccc21	5.8	-1.6	1.0	0.9	-7.2	0.3	-2.2	5.8	2.4	-8.1
O=C1NC(=O)/C(=C/c2cc3c(cc2Br)OCO3)S1	-22.9	-3.6	3.9	-5.7	-4.2	-0.1	-4.8	-11.4	2.1	-0.5
Cc1ccnc(NC(=O)CCC(=O)N(CC(=O)NCCc2ccccc2)c2ccccc2F)c1	-7.7	4.8	0.6	-2.3	2.5	0.0	7.9	-0.7	2.9	-4.0
O=C(NCc1ccccc1)[C@@H]1CCCN1C(=O)[C@@H](NS(=O)(=O)c1ccc(F)cc1F)c1ccccc1	-1.9	0.3	1.4	-5.3	1.6	0.4	-1.2	-1.5	-6.3	2.6
CN(C)S(=O)(=O)Oc1ccccc1C(=O)Nc1ccc(F)cc1F	5.3	2.0	-12.3	1.6	1.5	-0.2	10.1	2.7	-6.8	-0.5
Cc1cc(C)cc(N(CC(=O)NCc2ccco2)C(=O)CCC(=O)Nc2ccccn2)c1	5.1	2.2	-7.0	3.5	3.9	0.1	3.0	10.9*	16.1	3.9
O=C(NCC(=O)N1CCCC1C(=O)O)OC1CCCCC1 (stereo unspecified)	0.5	3.3	8.9	-4.6	3.6	0.3	6.1	-0.6	19.6	3.3
COc1ccc(CNC(=O)C(CCSC)NC(=O)c2ccco2)cc1 (stereo unspecified)	1.0	-2.8	2.1	0.3	-4.8	0.1	-4.1	4.8	-4.5	1.1
COc1ccccc1NC(=O)CCc1nnc2ccc(NCc3ccco3)nn12	4.4	-0.7	-0.4	-1.8	-4.6	0.1	4.2	0.7	-0.1	-8.7
CC(=O)Nc1nc2cccc([N+](=O)[O-])c2s1	4.0	-2.9	3.7	1.0	-6.3	0.1	3.5	1.0	-8.1	6.0
O=C(CCCN1C(=O)c2cccc3cccc(c23)C1=O)N1CCN(c2ccc(F)cc2)CC1	-17.4	0.0	4.7	-6.0	3.1	-1.1	1.4	-10.8	0.5	-0.3
CC(C)(C)Cc1c(-c2ccc(Cl)cc2)nc2c(Cl)cc(C(F)(F)F)cn12	2.5	3.1	0.8	-0.2	4.4	-0.5	-2.8	3.7	1.4	-3.1
O=C(O)c1ccc(NS(=O)(=O)c2ccc(N3CCCC3)c([N+](=O)[O-])c2)cc1	-7.1	-0.4	-9.0	-3.2	-3.6	0.6	2.4	1.5	-5.3	7.3
CCn1ncc(Cl)c1C(=O)Nc1ccc2c(c1)CCC2	0.6	3.8	1.8	4.5	-3.0	-0.2	13.8	8.4	7.2	-6.0
CCCCNc1nc2c(c(=O)[nH]c(=O)n2C)n1CCOc1ccccc1	-0.4	-1.3	8.7	-1.7	5.2	-0.2	1.9	2.8	4.1	-2.3
Cc1nn(CC(=O)Nc2ccc3c(c2)nc(CN2CCCC2)n3C)c(=O)c2ccccc12	-87.9	2.6	-8.0	-7.8	12.1	-2.4	4.6	-69.8	-9.7	5.6
CC1=NN(c2nc(-c3ccc(Cl)cc3)cs2)C(=O)C1	-0.5	-2.3	-9.7	3.9	-1.8	-0.1	-2.7	2.8	1.4	-7.3
COc1cccc(N2CCN(c3nc(C)c(C)c(=O)[nH]3)CC2)c1	-1.8	2.7	-6.4	3.0	0.7	-0.6	-4.0	0.7	7.7	2.0
Cc1ccc(S(=O)(=O)N2CCC3(CC2)OCCO3)cc1	-3.5	-0.6	6.1	0.0	3.0	-0.3	0.3	0.0	-6.9	1.7
COc1ccccc1NC(=O)c1cc[n+](C)cc1	1.1	0.0	2.1	-4.0	-5.6	-0.2	-4.5	-92.6	9.5	9.7
Cc1ccc(C(C)C)c(OCC(O)CN(C)Cc2ccccc2)c1 (stereo unspecified)	4.4	-2.1	-2.1	1.6	-2.8	0.1	-11.4	3.2	-12.9	-3.8
COc1ccc(/C=C(\NC(=O)c2cccs2)C(=O)N2CCOCC2)cc1OC	0.6	1.9	-2.9	3.7	0.9	0.1	-0.2	1.4	0.9	-2.1
CC(C)c1ccccc1NC(=O)CCCC(=O)O	3.2	0.2	3.4	-0.6	-1.9	0.5	-3.7	2.5	6.6	1.9
O=C(CSc1ncnc2c1nnn2Cc1ccc(F)cc1)NCC1CCCO1 (stereo unspecified)	-2.4	-3.8	2.9	0.6	-1.3	0.3	-15.4	-2.2	-3.0	2.5
CCn1nnnc1SCC(=O)Nc1sc(C)c(C)c1C#N	1.0	1.7	1.8	-2.7	2.1	-0.2	3.5	2.0	4.5	-1.4
CC1(C)CC(=O)c2cc(OCC(=O)NCCCN3CCN(c4ccccc4F)CC3)ccc2O1	i	-2.4	-1.2	-162.7	1.9	18.3*	-0.9	-323.1	-11.6	3.5
O=C1NNC(=O)C2C3C=CC(C4CC34)C12 (stereo unspecified)	-0.1	-1.2	-0.1	-4.8	8.7	-0.9	12.6	-0.3	-2.8	-2.2
OCc1csc(=Nc2ccccc2)n1-c1ccccc1	1.7	0.7	-1.9	-2.9	-6.3	-0.3	4.6	1.2	-12.3	-1.9
O=C(O)[C@H](CO)Nc1ncnc2sc3c(c12)CCC3	1.7	0.8	-7.9	-0.8	-0.1	-0.4	-2.2	2.9	-0.4	-6.1
C[C@H](O)[C@@H]1C(=O)N2CCc3c([nH]c4ccccc34)[C@@H]2C[C@@H]1N(C)Cc1ccc2c(c1)OCO2	-317.2	7.2	-0.8	-196.8	1.3	25.8*	-2.3	-211.3	8.6	7.8
Nc1cc(=O)[nH]c(SCCOc2ccccc2)n1	-3.0	0.0	-4.5	-3.5	-5.3	0.1	4.7	0.2	-5.6	0.3
COC(=O)Nc1ccc(S(=O)(=O)Nc2ccc(C(=O)O)cc2)cc1	-1.1	0.4	2.0	-2.6	-2.8	0.0	-0.4	-0.6	4.1	10.2
Cc1ccc(CNC(=O)CSc2nnc(CNC(=O)c3ccc(F)cc3)o2)cc1	-6.5	-0.2	3.5	-1.0	4.7	0.4	13.8	1.8	-0.7	-1.5

Full records, quoted from the list.
Record of `COc1ccc(/C=C(\NC(=O)c2cccs2)C(=O)N2CCOCC2)cc1OC` = PLCb3 inh = 0.6; UHRF1 binding = 1.9; DDE Tn7 FP inh = -2.9; ADAM17 inh = 3.7; MBD2 inh = 0.9; KLK7 zymogen act = 0.1; ARFGAP1 inhibitor = -0.2; PLCg1 inh = 1.4; ASAP1 GAP inh = 0.9; DDE Tn6 FP inh = -2.1
Record of `O=C(NCc1ccccc1)[C@@H]1CCCN1C(=O)[C@@H](NS(=O)(=O)c1ccc(F)cc1F)c1ccccc1` = PLCb3 inh = -1.9; UHRF1 binding = 0.3; DDE Tn7 FP inh = 1.4; ADAM17 inh = -5.3; MBD2 inh = 1.6; KLK7 zymogen act = 0.4; ARFGAP1 inhibitor = -1.2; PLCg1 inh = -1.5; ASAP1 GAP inh = -6.3; DDE Tn6 FP inh = 2.6

3 structures from above, ordered by SMILES length, smallest number first.
SMILES	PLCb3 inh	UHRF1 binding	DDE Tn7 FP inh	ADAM17 inh	MBD2 inh	KLK7 zymogen act	ARFGAP1 inhibitor	PLCg1 inh	ASAP1 GAP inh	DDE Tn6 FP inh
COC(=O)Nc1ccc(S(=O)(=O)Nc2ccc(C(=O)O)cc2)cc1	-1.1	0.4	2.0	-2.6	-2.8	0.0	-0.4	-0.6	4.1	10.2
Cc1ccc(CNC(=O)CSc2nnc(CNC(=O)c3ccc(F)cc3)o2)cc1	-6.5	-0.2	3.5	-1.0	4.7	0.4	13.8	1.8	-0.7	-1.5
C[C@H](O)[C@@H]1C(=O)N2CCc3c([nH]c4ccccc34)[C@@H]2C[C@@H]1N(C)Cc1ccc2c(c1)OCO2	-317.2	7.2	-0.8	-196.8	1.3	25.8*	-2.3	-211.3	8.6	7.8

From PubChem BioAssay
